# Cy5 interf NS3h = Cy5 fluorescence interference, HCV helicase counter-screen; fluorescence interference ratio at 100 µM; Cy5-dT15 DNA with NS3h; actives lie on both sides; signal over control mean, under 1 quenches; AID 720488; 6% of 16,000 active;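 active means compound fluorescence over control fluorescence at most 0.8, a quencher, or at least a set upper limit, an enhancer; inactive means ratio between 0.8 and the set upper limit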
# NS3h inh CB = hepatitis C NS3 helicase inhibition, primary screen | inhibition, % at 100 µM | AID 687043 | NS3h Cy5-dT15 DNA binding, fluorescence polarization | 1.6% of 16,000 active;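 active means inhibition above the average over every tested compound plus 3 SD, cut at about 40% in these data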
# An asterisk follows results filed as active; & = joins results of further samples.
SMILES,Cy5 interf NS3h,NS3h inh CB
Cc1ccc(C(=O)Nc2nc3ccccc3n2Cc2ccc(Cl)cc2)cc1,1.1,-10
COc1cc(F)ccc1S(=O)(=O)n1cnc2cc(C)c(C)cc21,1,14
CN(C)C(=O)NC(NC(=O)N(C)C)C(=O)c1ccccc1,0.91,8
Cc1ccc(C(=O)N/C(=C\c2cccc([N+](=O)[O-])c2)C(=O)Nc2ccc(C)c(C)c2)cc1,1.2*,2
Cc1nonc1NC(=O)CN1CCCC1,0.96,-16
O=C(Nc1ccc(Cl)cn1)c1cc(I)ccc1Cl,1.1,-2
CCOc1ccc(NC2=C(Cl)C(=O)N(c3cccc(Cl)c3)C2=O)cc1,0.94,-13
CC(=O)Nc1c(-c2ccc(C)cc2)nc2ccc(Cl)cn12,0.96,3
O=C(Nc1ccccc1Oc1ccccc1)C(c1ccccc1)c1ccccc1,0.94,12
Cc1cc(C)cc(CSCC(=O)O)c1,1.1,-17
Cc1ccc(/C=C2/NC(=S)NC2=O)s1,1.1,20
O=C(NCc1ccc(Cl)cc1)c1cccc(I)c1,0.83,13
Cc1cc2nc(-c3cccc(NC(=O)COc4ccccc4[N+](=O)[O-])c3)oc2cc1C,1,-16
CC1C(C(=O)N(C=O)c2ccccc2)C2C=CC1C21CC1 (centres undefined),0.96,4
CCOc1ccc2oc(C)c(C(=O)OCCOC)c2c1,0.88,19
O=C(Nc1ccccc1)Nc1nnc(CSCc2ccc(F)cc2)s1,1,6
COC(=O)C1=C(C)NC2=C(C(=O)c3ccccc32)C1c1ccc(Br)o1 (centres undefined),1.1,2
O=C1/C(=C/c2ccc(-c3ccccc3[N+](=O)[O-])o2)SC(=S)N1c1cccc(Cl)c1,1.1,20
O=C(NCCCn1ccnc1)C(=O)Nc1ccc(Br)cc1,1,1
O=C(Nc1cccc(Cl)c1)Nc1nnc(COc2ccc(Br)cc2)s1,1.1,-2
O=C(NC(c1ccccc1)c1ccccc1)C1CC1c1ccccc1 (centres undefined),0.68*,14
COc1ccc(CN2CCN(Cc3cccc(C)c3)CC2)cc1OC,1.1,-8
O=C1C(=O)N(c2cccc(Cl)c2)C(c2ccccc2F)C1=C(O)c1ccccc1 (centres undefined),0.95,-2
COc1ccc(-n2nc3cc(C)c(NC(=O)COc4ccc(Br)cc4)cc3n2)cc1,1.1,13
CCN1C(=O)/C(=C\c2cc(Cl)c(OCc3ccccc3F)c(OC)c2)SC1=S,1.1,2

# In another format: results already given
molecule: CC1C(C(=O)N(C=O)c2ccccc2)C2C=CC1C21CC1 (centres undefined)
  Cy5 interf NS3h: 0.96 | NS3h inh CB: 4
molecule: CCOc1ccc2oc(C)c(C(=O)OCCOC)c2c1
  Cy5 interf NS3h: 0.88 | NS3h inh CB: 19
molecule: O=C(Nc1ccccc1)Nc1nnc(CSCc2ccc(F)cc2)s1
  Cy5 interf NS3h: 1 | NS3h inh CB: 6

# Entries of single compounds from above.
# Shown for `Cc1cc2nc(-c3cccc(NC(=O)COc4ccccc4[N+](=O)[O-])c3)oc2cc1C` : Cy5 interf NS3h: 1; NS3h inh CB: -16
# Shown for `Cc1cc(C)cc(CSCC(=O)O)c1` : Cy5 interf NS3h: 1.1; NS3h inh CB: -17

# The listing continues:
SMILES,Cy5 interf NS3h,NS3h inh CB
CC(=O)Oc1ccc(-c2cccc(C(=O)Nc3ccc([N+](=O)[O-])cc3)c2)cc1,0.97,12
O=C(COc1ccc(Br)cc1)Nc1cccc(NC(=O)c2cccc(Cl)c2)c1,1,6
COc1ccc(C(=O)Nc2ccc(Br)c(C)c2)c(OC)c1,0.96,9
COC(=O)CNC(=O)c1ccc(NC(C)=O)cc1,1,0
CC(=O)c1cccc(N2C(=O)c3ccc(C(=O)c4ccc5c(c4)C(=O)N(c4cccc(C(C)=O)c4)C5=O)cc3C2=O)c1,1.1,12
CC1(C)c2ssc(=S)c2-c2ccccc2N1C(=O)CSc1nnc(N)s1,1,11
CC(C)(C#CC(O)(c1ccccc1)c1ccccc1)N1CCCC1,1.1,6
O=C(c1nn2c(c1Cl)NC(c1ccccc1)CC2C(F)(F)F)N1CCN(c2ccc(F)cc2)CC1 (centres undefined),0.99,28
O=C(NC(=S)NCc1cccnc1)c1cccs1,1,0
CCc1nc2ccccc2n1Cc1ccc([N+](=O)[O-])cc1,1,4
COC(=O)c1cccc(-c2ccc(C=C3C(=O)N(C)C(=O)N(C)C3=O)o2)c1,1.1,7
O=C(Nc1ccc(NC(=O)c2cc3ccccc3o2)cc1Br)c1ccccc1,1.1,2
Cc1cc(/C=C2\C(=O)NC(=O)N(c3cccc(F)c3)C2=O)c(C)n1C,1.1,7
CCOc1ccc2nc(N=C3NC(=O)/C(=C/C(=O)OC)N3)nc(C)c2c1,1,-10
COc1ccccc1C(=O)Nc1ccc2c(c1)Cc1ccccc1-2,1,25
Cc1ccc(C(C)C)c(OCCNC(=O)Cc2cccc3ccccc23)c1,0.98,7
CC(C)c1cc(C(C)C)c(S(=O)(=O)N2CCNCC2)c(C(C)C)c1,1.1,-7
COc1ccc(/C=C(\C#N)C(=O)Nc2ccccc2)c(C)c1,1.1,9
CC1=C(C(=O)Nc2ccccc2)C(c2ccccc2F)NC(=S)N1 (centres undefined),1.1,3
Cc1cccc(-c2nnc(NC(=O)Nc3ccc(Cl)c(Cl)c3)s2)c1,1,1
CC(C)(C)c1cc(C(C)(C)C)c2nc(-c3ccccc3O)oc2c1O,1.1,19
CCOC(=O)c1[nH]c(=O)[nH]c1COC(=O)c1cc2ccccc2o1,1,-1
O=C(Cc1ccc([N+](=O)[O-])cc1)NCc1ccccn1,1,6
Nc1cc(-c2ccc(Br)cc2)nn1Cc1ccc(Cl)cc1,0.94,10
Cc1nnc(C)n1/N=C\c1ccc(O)c(O)c1,1,-4

# Next records.
SMILES,Cy5 interf NS3h,NS3h inh CB
Cc1ccc(-c2ccc(/C=C(/C#N)C(=O)Nc3ccc(F)cc3)o2)c(Br)c1,1,3
CC(=O)c1cccc(Nc2nc(-c3ccc(Br)cc3)cs2)c1,1,13
Cn1nnnc1NC(=O)c1ccccc1F,1.1,-1
COc1ccc(-n2nc3cc(C)c(NC(=O)c4cccc(Br)c4)cc3n2)cc1,1,9
COc1cccc(NC(=O)CN(c2cc(Cl)cc(Cl)c2)S(C)(=O)=O)c1,1,9
Cc1cc([N+](=O)[O-])ccc1-c1ccc(CO)o1,0.92,1
Cc1ccc(C(=O)Oc2ccc(/C=C3\SC(N)=NC3=O)cc2)cc1,1.1,-10
COc1ccc(NS(=O)(=O)c2ccc(OC)c(OC)c2)cc1OC,1.1,6
O=C(/C=C/c1cc(Br)cs1)Nc1cccc2ncccc12,0.94,-2
COc1ccc(-n2cnc(N)c2C(=O)c2cccc([N+](=O)[O-])c2)cc1,1,3
O=C(Nc1ccc(Cl)cc1)c1cc2ccccc2cc1O,0.98,5
O=C(Cn1c(=O)n(CC(=O)NCc2ccccc2)c2ccccc21)NCc1ccccc1,0.97,-16
O=C(COc1nc2ccccc2s1)n1c2ccccc2c2ccccc21,1.1,7
CCOC(=O)c1ccccc1N/C=C(\C#N)C(=O)NCc1ccccc1,0.89,11
CCOC(=O)c1c(-c2ccccc2)oc2cc(Br)c(O)cc12,0.88,13
COc1cc(C(=O)Nc2cccc3nsnc23)cc(OC)c1OC,0.97,5
COc1ccc(NC(=O)CN(c2cccc([N+](=O)[O-])c2)S(=O)(=O)c2ccccc2)c(OC)c1,0.7*,28
COC(=O)c1cccc(NC(=O)COc2ccc(Cl)cc2)c1,1,18
Cc1ccc(C(O)=C2C(=O)C(=O)N(CCCn3ccnc3)C2c2ccc(Cl)cc2)cc1 (centres undefined),1,0
CCOC(=O)c1c(-c2ccccc2)oc2cc(Br)c(OCC)cc12,1,8
Cc1ccc(NC(=O)c2ccc(OCc3ccccc3)cc2)c([N+](=O)[O-])c1,1,16
CCc1ccc(NC(=O)C(=O)NCCCN2CCOCC2)cc1,1.1,4
O=C(NCCOc1ccccc1F)c1ccc(Br)cc1,1,2
COc1ccc(C2(C)SC(NC(C)=O)=NN2C(C)=O)cc1 (centres undefined),1,6
O=C(CSc1nc2ccccc2c(=O)n1-c1ccccc1)Nc1ccc(F)cc1,1,9

# A portion of the results above, for reference:
SMILES,Cy5 interf NS3h,NS3h inh CB
Cc1ccc(-c2ccc(/C=C(/C#N)C(=O)Nc3ccc(F)cc3)o2)c(Br)c1,1,3
CC(=O)c1cccc(Nc2nc(-c3ccc(Br)cc3)cs2)c1,1,13

# The list goes on:
SMILES,Cy5 interf NS3h,NS3h inh CB
CCc1ccc(NCCC(=O)c2ccc(Cl)c(Cl)c2)cc1,0.98,4
COCCN1C(=O)/C(=C\c2ccc(-c3cccc(Cl)c3)o2)SC1=S,1,5
COc1ccccc1NC(=O)c1ccc(CN(c2ccc(C)c(C)c2)S(C)(=O)=O)cc1,0.97,13
COc1ccc(N=Cc2sccc2C)c([N+](=O)[O-])c1,1,4
COc1ccc(/C=C2\C(=O)ON=C2C)cc1,1.1,12
CCCOc1cccc(C(=O)Nc2ccc(Cl)cn2)c1,0.97,9
COc1ccc(OC)c(N(CC(=O)Nc2cccc(C(F)(F)F)c2)S(C)(=O)=O)c1,0.97,4
O=C(Nc1ccc(Oc2ccccc2)cc1)c1ccco1,0.98,12
O=C(O)c1cc(NC(=O)c2ccc3c(c2)C(=O)N(N2C(=O)c4ccccc4C2=O)C3=O)cc(C(=O)O)c1,0.92,20
CN(C)c1ccc(C2N(C)c3ccccc3N2C)cc1,0.98,0
COc1ccc(OC)c(/C=C2/C(=O)NN(c3ccc(C)cc3)C2=O)c1,0.95,7
COC(=O)C1=C(O)/C(=C\c2ccc(C(=O)O)cc2)N=C1C,0.96,10
O=C(NCCCO)c1cccc([N+](=O)[O-])c1,1.1,-2
Cc1ccc(OC(=O)C23CC4CC(CC(C4)C2)C3)c(C)n1,0.83&0.87,-2&1
O=C(O)C(Cc1c[nH]c2ccccc12)NS(=O)(=O)c1ccc([N+](=O)[O-])cc1 (centres undefined),1.2,12
COc1ccccc1-n1cnc2cc(Nc3nnc(C)c4ccccc34)ccc21,0.93,-2
COc1ccc(N(CC(=O)Nc2cc(C)ccc2C)S(=O)(=O)c2ccc(C)cc2)cc1,0.98,12
CC(=O)c1ccc(NC(=O)c2ccccc2C)cc1,0.98,5
CS(=O)(=O)N(CC(=O)Nc1ccccc1)c1ccc(Oc2ccccc2)cc1,0.99,25
Cc1cc(=O)[nH]c(SCCOc2ccc(Cl)cc2)n1,0.98,11
COc1ccc(C2Nc3ccccc3C(=O)N2Cc2ccco2)cc1OC (centres undefined),0.95,-1
CCc1c(C)c(C#N)c2nc3ccccc3n2c1NCCO,1,11
CC(=O)Nc1ccc(NC(NC(=O)c2cccc(I)c2)C(Cl)(Cl)Cl)cc1 (centres undefined),0.94,11
COc1ccccc1C1CC(c2ccc(C)cc2)=NN1C(=O)CCC(=O)O (centres undefined),1,2
CC(Oc1ccc2oc(-c3ccccc3)c(C(=O)O)c2c1)C(=O)O (centres undefined),0.96,3

# Continued:
SMILES,Cy5 interf NS3h,NS3h inh CB
COc1ccc(/C=C2/SC(=O)N(CC(=O)Nc3ccc(C)c(C)c3)C2=O)cc1OC,0.98,-16
COc1ccc(CCNC(=O)C2CC(=O)N(c3ccc(F)cc3)C2)cc1OC (centres undefined),1.1,6
Cc1ccc(Sc2ccc(/C=C3/SC(=S)N(C)C3=O)o2)cc1,1,12
COc1ccc(C2Nc3ccccc3C(=O)N2Cc2ccco2)cc1COc1cccc(C)c1C (centres undefined),0.94,0
O=C(Cc1ccccc1)Nc1cccc(-c2nnc(-c3cccc(NC(=O)Cc4ccccc4)c3)o2)c1,0.94,8
CC(C)c1ccc(N(CC(=O)N(C)Cc2ccccc2)S(=O)(=O)c2ccccc2)cc1,0.99,14
Nc1ccc2nc(SCC(=O)Nc3ccc4nc(SCC(=O)NC5CC5)sc4c3)sc2c1,1,10
COc1ccc(OC)c(N(CC(N)=O)S(C)(=O)=O)c1,1,5
CC(C)NC(=O)c1cnn2c1NC(c1ccc(Br)cc1)CC2C(F)(F)F (centres undefined),1.1,10
COc1ccc(C(=O)/C=C/c2cn(Cc3ccccc3)c3ccccc23)cc1,0.92,16
Cc1c(NC(=S)NC(=O)/C=C/c2ccccc2)cccc1-c1nc2ncccc2o1,1.1,-24
O=C(Cc1nnn(-c2ccccc2)n1)c1cccc([N+](=O)[O-])c1,0.93,6
c1ccc2cc3[nH]c(CN4CCOCC4)nc3cc2c1,1,-20
CCOC(=O)c1c(C)nc2c(c1C)/C(=N\O)CC(C)(C)C2,0.95,9
COc1cc(C(=O)Nc2ccc(C(C)C)cc2)c([N+](=O)[O-])cc1OC,0.94,6
COc1ccc(N2C(=O)/C(=C\c3ccccc3C)SC2=S)cc1,1.2*,10
Nc1nonc1/C(=N\O)N1CCN(CCO)CC1,1,-2
COc1cccc(CN2CCN(Cc3ccc4ccccc4c3)CC2)c1,0.99,-7
COc1ccc(-n2c(C)c([N+](=O)[O-])c3ccc(O)c(CN(CCO)CCO)c32)cc1,0.86,-9
C=CCSC1=C(C#N)C2(CCCCC2)C(C#N)C(=O)N1 (centres undefined),1,3
O=C(CSCc1cccc(Br)c1)NCc1ccccc1,0.9,19
COc1ccc(S(=O)(=O)N2CCN(S(C)(=O)=O)CC2)cc1,1.1,7
COc1ccc(OC)c(S(=O)(=O)NCc2ccccn2)c1,1.1,2
CC(=O)NC(NC(C)=O)c1ccc(N(C)C)cc1,1,1
CCOc1ccc(/C=C2\C(=O)NC(=O)N(c3cccc(Br)c3)C2=O)cc1Cl,1.2*,13

# Some of the entries so far, with each value named:
Structure: Cc1c(NC(=S)NC(=O)/C=C/c2ccccc2)cccc1-c1nc2ncccc2o1
  Cy5 interf NS3h: 1.1
  NS3h inh CB: -24

Structure: O=C(Cc1nnn(-c2ccccc2)n1)c1cccc([N+](=O)[O-])c1
  Cy5 interf NS3h: 0.93
  NS3h inh CB: 6

Structure: c1ccc2cc3[nH]c(CN4CCOCC4)nc3cc2c1
  Cy5 interf NS3h: 1
  NS3h inh CB: -20

# Screening results deposited in PubChem BioAssay by Milwaukee Institute for Drug Discovery.
